CXCR6 block: CXCR6 receptor inhibitors, primary screen, cell-based, beta-arrestin, luminescence, CHO-K1 PathHunter, 1536-well; actives 0.36% (n = 360,000); C-X-C chemokine receptor type 6 (Homo sapiens), O00574; AID 602244, 2012; inhibition, % at 20 µM; in the data active means inhibition above about 34%, passing the limit was not always enough;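 further: antagonist mode with CXCL16 agonist at 10 nM final; 0% = 10 nM CXCL16 with DMSO and 100% = unstimulated wells without agonist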
A3A deaminase: APOBEC3A ssDNA deaminase inhibitors, primary screen, selectivity assay for APOBEC3G inhibitor project, biochemical, FAM/TAMRA oligo cleavage fluorescence; DNA dC->dU-editing enzyme APOBEC-3A (Homo sapiens), P31941; recombinant A3A, FAM/TAMRA ssDNA deamination fluorescence; inhibition, % at 20 µM; actives 0.41% (n = 330,000); AID 493011, 2011;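 active means at least 40% inhibition at 20 µM here, with at most 30% in a related deaminase screen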;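 further: plate controls were A3A with DMSO for no effect and wells lacking A3A enzyme for full effect; some results filed as inactive read as strong as hits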
Target sequence (P31941 whole entry, looked up): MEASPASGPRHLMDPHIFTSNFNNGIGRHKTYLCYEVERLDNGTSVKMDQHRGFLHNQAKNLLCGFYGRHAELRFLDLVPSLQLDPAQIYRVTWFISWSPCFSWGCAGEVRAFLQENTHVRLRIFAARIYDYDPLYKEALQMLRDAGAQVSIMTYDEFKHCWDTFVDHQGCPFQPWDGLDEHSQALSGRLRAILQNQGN
EBI2 antag: EBI2 receptor antagonists, beta-arrestin recruitment, primary screen, cell-based, luminescence, 7a,25-OHC stimulation, uHTS. G-protein coupled receptor 183 (Homo sapiens), P32249. 7a,25-OHC stimulated. inhibition, % at 5 µM. actives 0.81% (n = 360,000). AID 651636, 2012; in the data active means inhibition above about 38%;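 further: enzyme fragment complementation signal reports receptor beta-arrestin coupling in cells; 0% = agonist plus DMSO wells and 100% = wells without agonist; some results beyond the cut were filed as inactive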
Target sequence (P32249 whole entry, looked up, the tested form may be a part): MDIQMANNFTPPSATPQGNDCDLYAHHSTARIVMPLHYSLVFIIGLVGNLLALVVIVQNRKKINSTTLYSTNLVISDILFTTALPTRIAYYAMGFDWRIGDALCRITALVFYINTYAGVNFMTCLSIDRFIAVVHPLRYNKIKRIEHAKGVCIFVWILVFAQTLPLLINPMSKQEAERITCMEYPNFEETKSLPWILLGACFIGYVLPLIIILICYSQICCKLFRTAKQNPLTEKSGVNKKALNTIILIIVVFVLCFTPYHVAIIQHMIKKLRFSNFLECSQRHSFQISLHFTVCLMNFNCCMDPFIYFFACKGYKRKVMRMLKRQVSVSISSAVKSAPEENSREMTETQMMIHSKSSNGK
GRIN3A LBD mod: binders of NR3A ligand-binding domain, primary screen, biophysical, differential scanning fluorimetry, uHTS | Tm shift relative to glycine control, % at 25 µM | actives 2.5% (n = 340,000) | Glutamate receptor ionotropic, NMDA 3A (GRIN3A) ligand-binding domain | NR3A LBD differential scanning fluorimetry, Tm shift; 0% = protein alone, 100% = glycine-bound protein;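 active means melting temperature shift of at least 10% of the positive control shift, at one fixed dose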
CCR6 antagonist: CCR6 receptor antagonists, primary screen, cell-based, CHO-K1, luminescence, beta-arrestin, uHTS; C-C chemokine receptor type 6 (Homo sapiens), P51684; CHO-K1 CCR6 PathHunter beta-arrestin, CCL20-stimulated; inhibition, % at 20 µM; actives 0.49% (n = 340,000); AID 493098, 2011;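 active means compounds whose inhibition of the agonist-driven luminescence signal at 20 µM reaches about 50%, limit read from the data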;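 further: cells stimulated with CCL20 at 14 nM final; plate controls were DMSO with CCL20 for no effect and DMSO without agonist for full effect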
Target sequence (P51684 whole entry, looked up): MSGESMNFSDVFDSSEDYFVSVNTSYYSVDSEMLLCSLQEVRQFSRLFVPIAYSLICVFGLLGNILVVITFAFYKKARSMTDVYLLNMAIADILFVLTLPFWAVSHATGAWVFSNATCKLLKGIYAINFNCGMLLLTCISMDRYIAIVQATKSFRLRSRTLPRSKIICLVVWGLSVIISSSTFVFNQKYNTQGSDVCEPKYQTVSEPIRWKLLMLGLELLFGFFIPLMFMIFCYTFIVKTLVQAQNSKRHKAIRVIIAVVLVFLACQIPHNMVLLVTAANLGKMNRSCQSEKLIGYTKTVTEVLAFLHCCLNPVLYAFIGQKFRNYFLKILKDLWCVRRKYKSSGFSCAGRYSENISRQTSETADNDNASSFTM
APOBEC3G inh: APOBEC3G DNA deaminase inhibitors, primary screen, biochemical, fluorescence, single-stranded DNA substrate, uHTS; inhibition, % at 20 µM; recombinant A3G, ssDNA deamination FAM/TAMRA fluorescence; actives 0.28% (n = 330,000); AID 493012, 2011;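 active means inhibition of at least 40% at 20 µM, with no more than 30% in the related APOBEC3A deaminase screen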;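 further: plate controls were DMSO wells with A3G for no effect and wells lacking A3G enzyme for full effect; some compounds called inactive have numbers as strong as hits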
Gli-Sufu block: Gli-Sufu pathway antagonists, primary screen, luciferase luminescence, Sufu-KO-LIGHT cells, uHTS. Sufu-KO-LIGHT fibroblasts, Gli luciferase reporter luminescence. inhibition, % at 5 µM. actives 0.74% (n = 340,000). AID 588413, 2011;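 active means inhibition above about 55%, limit read from the data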;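 further: 0% = DMSO-treated cells and 100% = wells with medium but no cells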
MPTP inh: mitochondrial permeability transition pore inhibitors, primary screen, biochemical, isolated mouse mitochondria, absorbance. actives 1.4% (n = 360,000). inhibition, % at 10 µM. Ca2+ swelling absorbance, 30 min. AID 602449, 2012;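 active means inhibition of 50% or more, scaled per plate between neutral and stimulator controls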;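 further: 0% = DMSO wells given calcium and 100% = 1 mM EGTA wells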
An asterisk follows results filed as active; . = not tested or not shown.

mol | CXCR6 block | A3A deaminase | EBI2 antag | GRIN3A LBD mod | CCR6 antagonist | APOBEC3G inh | Gli-Sufu block | MPTP inh
Cc1cc2n(n1)C(c1ccccc1Cl)Nc1ccccc1-2 (centres undefined) | 0 | -3 | -3 | -2 | 3 | -6 | -20 | 0.7
Cc1ccc(C(C(=O)NCC2CCCO2)N(C(=O)c2snc(C(N)=O)c2N)c2ccc(C(C)C)cc2)o1 (centres undefined) | 3 | -1 | 24 | -4 | 7 | -7 | -41 | 1.2
CC(=O)c1cn(N2CCCCC2)c(=O)[nH]c1=O | 6 | -5 | 6 | -2 | 8 | -10 | 30 | -0.6
COc1ccc(-n2c(=O)cc(N3CC(C)OC(C)C3)[nH]c2=O)cc1 (centres undefined) | -8 | -2 | -11 | 1 | -1 | -11 | 24 | -2.1
CC(=O)N1CCc2cc(S(=O)(=O)NCCN3CCC(C)CC3)ccc21 | -1 | 1 | -6 | 0 | -3 | 0 | 3 | -1.7
O=C(Cn1c(-c2ccccc2)noc1=O)Nc1ccc(S(=O)(=O)N2CCOCC2)cc1 | -5 | -1 | -7 | -2 | -6 | -7 | -10 | 1.3
COc1ccc(-n2c(=S)[nH]c3cc(C(=O)NCCCN4CCOCC4)ccc3c2=O)cc1OC | -1 | -3 | -1 | 0 | 6 | -7 | -1 | -0.9
Cc1ncoc1C(=O)NCc1ccccc1Cl | -3 | 1 | -6 | 0 | 8 | -2 | 16 | -3.9
O=C(COC(=O)c1ccc([N+](=O)[O-])s1)c1ccc[nH]1 | -16 | -1 | -6 | 0 | -6 | -3 | -21 | -0.2
CC(CCCC(C)(C)O)NCc1cn[nH]c1-c1ccc2c(c1)OCO2 (centres undefined) | -5 | 3 | 0 | -120 | 23 | -2 | 31 | -0.3
O=C(CNC(=O)c1ccc(S(=O)(=O)N2CCCC2)cc1)N/N=C/c1ccc(F)cc1 | -5 | 2 | 11 | 1 | -7 | -2 | 2 | 0.5
O=c1c2c(nc3nc(NCc4ccc(Cl)cc4)[nH]n13)CCC2 | 4 | -6 | 0 | -2 | 6 | -6 | 1 | -0.3
O=C1CC(c2ccccc2)C(C(=O)O)N1 (centres undefined) | 4 | -1 | 2 | 0 | -6 | -4 | -1 | -2.5
CN1CCN(c2nc(-c3ccc(Cl)c(Cl)c3)nc3ccccc23)CC1 | -1 | 2 | 3 | . | . | -3 | . | -0.9
CCOc1ccc(NC(=O)C2CCC(N3C(=O)C4CC=CCC4C3=O)CC2)cc1 (centres undefined) | 3 | -4 | -2 | -2 | 0 | -4 | -1 | 0.1

Complete entries from above. Values in the order: CXCR6 block | A3A deaminase | EBI2 antag | GRIN3A LBD mod | CCR6 antagonist | APOBEC3G inh | Gli-Sufu block | MPTP inh
CC(=O)c1cn(N2CCCCC2)c(=O)[nH]c1=O reads 6 | -5 | 6 | -2 | 8 | -10 | 30 | -0.6
COc1ccc(-n2c(=S)[nH]c3cc(C(=O)NCCCN4CCOCC4)ccc3c2=O)cc1OC reads -1 | -3 | -1 | 0 | 6 | -7 | -1 | -0.9

Four records picked at random from those above:
mol | CXCR6 block | A3A deaminase | EBI2 antag | GRIN3A LBD mod | CCR6 antagonist | APOBEC3G inh | Gli-Sufu block | MPTP inh
O=c1c2c(nc3nc(NCc4ccc(Cl)cc4)[nH]n13)CCC2 | 4 | -6 | 0 | -2 | 6 | -6 | 1 | -0.3
CCOc1ccc(NC(=O)C2CCC(N3C(=O)C4CC=CCC4C3=O)CC2)cc1 (centres undefined) | 3 | -4 | -2 | -2 | 0 | -4 | -1 | 0.1
COc1ccc(-n2c(=S)[nH]c3cc(C(=O)NCCCN4CCOCC4)ccc3c2=O)cc1OC | -1 | -3 | -1 | 0 | 6 | -7 | -1 | -0.9
O=C(CNC(=O)c1ccc(S(=O)(=O)N2CCCC2)cc1)N/N=C/c1ccc(F)cc1 | -5 | 2 | 11 | 1 | -7 | -2 | 2 | 0.5

Additional structures follow:
mol | CXCR6 block | A3A deaminase | EBI2 antag | GRIN3A LBD mod | CCR6 antagonist | APOBEC3G inh | Gli-Sufu block | MPTP inh
O=C1CN(C(=O)COC(=O)c2ccc(Br)o2)c2ccccc2N1 | 5 | 5 | 1 | 2 | 11 | -5 | -4 | -0.6
Cc1ccc(NC(CC(=O)c2ccccc2)c2ccc(F)cc2)cc1 (centres undefined) | 0 | -4 | 11 | -3 | 1 | -5 | -10 | 3.0
COC(=O)[C@@]12CCCCN1[C@H](c1ccc(-c3cccc(Cl)c3)c(OC)c1)[C@@H]1C(=O)N(C)C(=O)[C@@H]12 | -6 | 0 | 18 | -8 | 5 | -1 | -1 | -1.4
CCOc1ccc(OCc2cccc(C(=O)N(CC)CC)c2)cc1 | 4 | -4 | 4 | -1 | 5 | -5 | -96 | 2.6
CCOc1ccc(NC(=O)C2CCCCN2S(=O)(=O)c2ccccc2)cc1 (centres undefined) | 8 | -2 | -13 | 0 | 6 | -3 | -8 | 3.1
COc1ccc(Cn2nnnc2CN2CCC(c3nc4ccccc4s3)CC2)cc1 | -9 | -6 | 9 | 2 | 13 | -7 | -14 | -1.7
Cc1ccc2[nH]c(-c3ccccc3)c(CN3CCOCC3)c(=O)c2c1 | -33 | 0 | -15 | 2 | -17 | -3 | -4 | -0.8
Cc1ccc2[nH]c(=O)c(CN(Cc3ccco3)C(=O)N3CCOCC3)cc2c1 | 0 | -1 | -7 | 0 | -3 | -5 | -19 | 0.3
O=C1NN(c2ccc(Cl)c(Cl)c2)C(=O)/C1=C/c1ccc(-c2ccccc2C(=O)O)o1 | 23 | 32 | 11 | -10 | 36 | 9 | 0 | 2.8
CCc1c(C)sc(NC(=O)Cc2ccccc2C)c1C(=O)N1CCOCC1 | -5 | -2 | -11 | -1 | -2 | -10 | 3 | 0.0
CN1C(C(=O)N2CCc3ccccc3C2)=CC(c2ccc(F)cc2)=NS1(=O)=O | 13 | -4 | -4 | 1 | 22 | -2 | -27 | -1.5
CCOC(=O)CCCCCCCCC(=O)Nc1ccc(-n2[nH]c(=O)cc2C)cc1 | 2 | . | -7 | -13 | 9 | . | -4 | -0.5
Cc1ccc(-c2nnn(CC(=O)N(Cc3cccs3)C(C(=O)NCC3CCCO3)c3ccco3)n2)o1 (centres undefined) | -5 | 0 | 3 | -2 | 8 | -4 | -8 | -0.3
COc1ccc2c(c1)C1C=CCC1C(c1cc3c(cc1Br)OCO3)N2 (centres undefined) | -11 | -2 | 11 | -6 | 15 | -6 | 0 | 1.0
CN(C(=O)c1cccc(NC(=O)Cc2ccc(NC(=O)C3CCCN(S(=O)(=O)c4cccc([N+](=O)[O-])c4)C3)cc2)c1)C1CCC1 (centres undefined) | 2 | . | 1 | 11* | 0 | . | 4 | 1.2

More records
Screens in order – CXCR6 block	A3A deaminase	EBI2 antag	GRIN3A LBD mod	CCR6 antagonist	APOBEC3G inh	Gli-Sufu block	MPTP inh
COc1ccccc1OCCC(=O)OCC(=O)Nc1cc(S(=O)(=O)N2CCOCC2)ccc1Cl
→ -5	-3	1	-2	-3	-4	15	-0.3
Cc1nc(-c2nnc(SCC(=O)Nc3cc(C(F)(F)F)cc(C(F)(F)F)c3)n2C)cs1
→ -12	-1	-7	2	-4	-6	19	4.6
Cc1ccc2c(c1)nc(NCCO)n2C
→ 1	4	-5	5	9	2	-26	-0.4
C/C(=N\NC(=O)c1ccncc1)c1ccc(N2CCOCC2)cc1
→ -6	-5	-9	0	3	-11	-5	0.4
CCCNNC(=O)C(O)(c1ccccc1)c1ccccc1
→ 6	-8	-3	-1	12	-13	-2	0.0
Clc1ccc(CSc2ncnc3c2ncn3C2CCCCO2)cc1 (centres undefined)
→ 10	.	-6	-3	4	.	-22	-0.8
Cc1ccccc1NC(=O)NCCc1c[nH]c2ccccc12
→ -7	-5	23	-4	-9	-8	-13	0.9
COc1ccc(NCc2ccc3c(c2)OCO3)cc1Cl
→ -3	-1	1	1	-7	-2	-5	-0.7
Cn1ccnc1C1CCCCN1Cc1nc(-c2ccc(Cl)cc2)no1 (centres undefined)
→ 7	-1	-2	1	-4	-6	4	-0.7
O=C1CCCc2ccccc2N1Cc1ccc(Cl)cc1Cl
→ 4	-2	3	0	13	1	13	2.0
COc1ccccc1N1CCN(C2CCN(S(=O)(=O)c3ccc(NC(C)=O)cc3)CC2)CC1
→ -1	1	0	0	-7	3	11	1.1
Cc1ccc(N2C(=O)c3ccccc3C2C(=O)c2cc(C)ccc2O)cc1 (centres undefined)
→ -14	-1	-17	1	-2	1	3	67*
CCn1c(SC)nnc1C1CCN(S(=O)(=O)c2ccc(OC)cc2)CC1
→ -16	.	-3	-2	2	.	7	2.8
COc1cc2c(=O)n(Cc3ccccc3)c(=O)n(CC(=O)NCc3ccco3)c2cc1OC
→ 2	.	-3	-1	-6	.	-1	-0.9
Cc1cc(CN2C(=O)c3ccccc3C2=O)no1
→ 2	-3	-8	1	7	-3	-7	-1.2
COc1cc(C(=S)NCc2ccccc2)cc(Br)c1O
→ -2	-5	-2	-1	9	16	-4	-2.2
O=C(CSc1ncccn1)NC1CCS(=O)(=O)C1 (centres undefined)
→ -7	-2	-16	1	-2	-9	1	1.9
C/C=C/c1ccc(OCCN2CCc3ccccc3C2)c(OC)c1
→ 0	-3	9	-1	7	-4	16	0.3
COc1ccc(OCCCC(=O)Nc2cccc(SC)c2)cc1
→ -12	2	-8	-24	5	0	-8	1.4
CCCCC(CC)CNC(=O)Cn1c(=O)[nH]c2ccsc2c1=O (centres undefined)
→ 1	5	6	0	4	-5	3	2.0
COc1ccc(C(=O)CN2CCN(c3ccc(Cl)cc3)CC2)cc1OC
→ 4	-2	12	3	23	1	9	0.0
CCN1CCCC1CNCc1ccc(Cl)cc1Cl (centres undefined)
→ -2	-5	-2	-12	-6	-3	10	-0.6
Cn1cccc1C(=O)OCC(=O)NCc1ccc2c(c1)OCO2
→ 1	-1	5	-2	2	-7	-7	-1.1
N#CCN1CCCC(C(N)=O)C1 (centres undefined)
→ -3	0	-3	0	-1	-3	12	1.0
O=C(O)CS(=O)(=O)c1ccc(Oc2ccc(S(=O)(=O)CC(=O)O)cc2)cc1
→ .	-4	.	11*	3	-6	2	.
CCc1ccc(NC(=O)CN(c2ccc3c(c2)OCO3)S(=O)(=O)c2c(C)noc2C)cc1
→ -2	-4	13	-2	10	-6	-5	0.5
COc1ccc(C2=NN(C(=O)c3ccco3)C(c3ccco3)C2)cc1OC (centres undefined)
→ 1	0	-13	-2	-30	-5	-28	-1.6
COc1cc(C(=O)NC(C)Cc2cccs2)cc(OC)c1OC (centres undefined)
→ -9	-3	-16	-2	5	-7	6	-0.5
COc1ccc(C(=O)N2CCC(n3nnc4cc(F)ccc43)CC2)cc1OC
→ 2	4	8	-27	14	-7	2	0.4
CCOC(=O)CCCNC(=O)CCNC(=O)c1ccc(OCC)cc1
→ -1	-1	-5	-5	-23	0	2	0.7
CCOC(=O)c1ccc2nc(NC(NC(C)=O)(C(=O)OC)C(F)(F)F)sc2c1 (centres undefined)
→ 4	1	-5	-2	-8	0	-4	0.1

Assay outcomes (PubChem BioAssay)
